TRHR enhancer: TRH receptor (human) allosteric enhancement. P34981. TRHR cells, fluo-8 calcium fluorescence, EC20 TRH enhancement. enhancement, % at 2 µM. 360,000 tested, 0.66% active. AID 493056; in the data active means enhancement above about 30%; further: 0% is about no effect
Target sequence (P34981 whole entry, looked up): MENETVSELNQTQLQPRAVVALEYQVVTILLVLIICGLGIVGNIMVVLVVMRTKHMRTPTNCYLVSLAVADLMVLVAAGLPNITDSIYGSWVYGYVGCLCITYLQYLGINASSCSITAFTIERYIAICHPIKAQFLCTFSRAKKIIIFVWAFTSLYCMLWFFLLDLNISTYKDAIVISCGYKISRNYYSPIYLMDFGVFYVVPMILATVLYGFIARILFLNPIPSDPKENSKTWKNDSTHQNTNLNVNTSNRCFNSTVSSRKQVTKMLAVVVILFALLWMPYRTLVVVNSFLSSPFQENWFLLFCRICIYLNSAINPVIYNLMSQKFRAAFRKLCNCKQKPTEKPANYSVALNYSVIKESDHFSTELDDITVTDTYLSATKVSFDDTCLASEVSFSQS
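Enhancer read-out: after compound pinning and an initial kinetic agonist-mode read, an EC20 of TRH (10 nM final) was injected and fluo-8 calcium signal (Ex 480/Em 530) followed at 1 s/cycle for 100 cycles in TRHR-expressing cells.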
USP1-UAF1 inh: blocks the human USP1/UAF1 deubiquitinase complex; recombinant USP1/UAF1, Ub-Rhodamine cleavage fluorescence; Potency, µM (titrated, usually from 57.1 µM), inactives show at the top dose activity change, negative = inhibition, most hits filed as inhibitors; 390,000 tested, 0.23% active; AID 743255; further: potency means the concentration at half of the fitted maximal effect; on the % scale 0 is the no-effect control and ±100 the full control effect; nearly all actives have a fitted effect of over 60% in size; inactives centre near -12
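Step one: compound is pinned into 1nM USP1/UAF1 in HEPES pH 7.8 buffer with TCEP. Step two: 15 min room-temperature incubation. Step three: Ub-Rho (150nM final) starts cleavage, tracked by fluorescence over six one-minute reads.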
TrxR1 substrate: rat thioredoxin reductase 1 substrate activity. Potency, µM (top dose mostly 114 µM), without a hit: top-dose activity change, negative = substrate turnover. AID 588456. purified TrxR1 substrate turnover, NADPH consumption readout. 390,000 tested, 0.01% active; further: potency means the concentration at half of the fitted maximal effect; on the % scale 0 is the no-effect control and ±100 the full control effect; nearly all actives have a fitted effect of over 50% in size
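Rat TrxR1, dispensed at 90 nM, was prereduced with 400 uM NADPH (final) for 5 min at ~22 deg C, then incubated with compound 15 min before 400 uM selenite. A first-read NADPH fluorescence drop versus no-compound background flagged substrates.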
Pin1 inhibitor: human Pin1 inhibition. Q13526. Pin1 FP peptide displacement, HiFluor488, 10 min. Potency, µM (top dose mostly 115 µM), for the others: at the highest dose activity, negative = inhibition, usual class: inhibitors. 390,000 tested, 0.009% active; active means well fitted inhibition curve with a large enough effect in the polarisation, with a control signal flat, not every such curve was filed as active; inconclusive means small, poorly fitted or top-dose-only effect, or effect the other way, or a change in a side signal; inactive means no such curve, though single readings can be large or run the other way; the % refers to the polarisation; further: potency means the concentration at half of the fitted maximal effect; on the % scale 0 is the no-effect control and ±100 the full control effect
Target sequence (Q13526 whole entry, looked up): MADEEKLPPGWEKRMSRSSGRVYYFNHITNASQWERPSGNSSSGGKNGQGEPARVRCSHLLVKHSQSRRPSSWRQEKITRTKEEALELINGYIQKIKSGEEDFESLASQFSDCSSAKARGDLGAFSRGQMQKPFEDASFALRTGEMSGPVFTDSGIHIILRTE
TRHR ag: activates the human TRH receptor; AID 493084; 360,000 tested, 0.18% active; TRHR cells, calcium flux fluo-8, FDSS agonist mode; activation, % at 2 µM; in the data active means activation above about 30%; further: 0% is about no effect
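In this calcium-flux screen, cells bearing human TRHR are dye-loaded with fluo-8, baselined for 10 cycles, then exposed to library compounds; positive kinetic calcium responses during the agonist phase mark hits, with TRH as control.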
D2 antag: D2 dopamine receptor (human) antagonism; HEK293 TREx D2 cells, calcium flux, dopamine EC80; inhibition, % at 10 µM; AID 485344; P14416; 340,000 tested, 2% active; in the data active means inhibition above about 30%; further: 0% is about no effect
Target sequence (P14416 whole entry, looked up): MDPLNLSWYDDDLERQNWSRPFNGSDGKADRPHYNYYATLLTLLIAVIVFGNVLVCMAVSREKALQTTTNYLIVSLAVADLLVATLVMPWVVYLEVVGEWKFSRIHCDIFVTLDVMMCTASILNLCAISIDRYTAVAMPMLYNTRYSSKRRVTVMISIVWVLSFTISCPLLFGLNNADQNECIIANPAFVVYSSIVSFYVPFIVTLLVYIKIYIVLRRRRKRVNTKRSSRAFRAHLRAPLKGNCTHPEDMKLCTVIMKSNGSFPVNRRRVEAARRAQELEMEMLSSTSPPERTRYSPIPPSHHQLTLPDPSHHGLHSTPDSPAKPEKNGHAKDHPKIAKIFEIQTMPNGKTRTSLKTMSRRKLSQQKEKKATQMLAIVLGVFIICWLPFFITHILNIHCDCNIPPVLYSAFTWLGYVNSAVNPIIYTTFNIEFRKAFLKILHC
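Overnight-induced (tetracycline, 30 C) HEK293 T-REx cells carrying force-coupled D2 receive a no-wash calcium dye, then compound, then EC80 dopamine at 180 s; signals are read kinetically throughout.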
mIDH1 inhibitor: inhibitors of human mutant IDH1 R132H | AID 602179 | Potency, µM (doses to about 76.6 µM), without a hit: at the highest dose activity change, negative = inhibition, hits mostly inhibitors | 390,000 tested, 0.093% active | O75874 | IDH1-R132H enzyme, NADPH consumption, diaphorase/resazurin fluorescence; further: potency means the concentration at half of the fitted maximal effect; on the % scale 0 is the no-effect control and ±100 the full control effect; nearly all actives have a fitted effect of over 65% in size
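IDH1-R132H (0.5 ug/mL dispensed) in pH 7.5 Tris buffer was preincubated 30 min with compound, then given a substrate mix of 0.016 mM NADPH and 2 mM alpha-KG for 80 min at room temperature; remaining NADPH was read by diaphorase/resazurin fluorescence.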
TrxR1 inh: blocks rat thioredoxin reductase 1 | recombinant rTrxR1, NADPH fluorescence consumption, selenite substrate | Potency, µM (highest dose often 114 µM), for the others: top-dose activity change, negative = inhibition, hits mostly inhibitors | 390,000 tested, 1% active; further: potency means the concentration at half of the fitted maximal effect; on the % scale 0 is the no-effect control and ±100 the full control effect; nearly all actives have a fitted effect of over 65% in size
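Rat TrxR1 (90 nM in the dispensed reagent) was pre-reduced with 400 uM NADPH for 5 min at room temperature, then incubated with compound for 15 min. After 400 uM selenite was added, NADPH fluorescence (Ex 340/Em 450 nm) was followed for 8 min.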
D2 agonist: agonists of human D2 dopamine receptor | P14416 | HEK293 T-REx D2 cells, calcium flux agonist mode | activation, % at 2 µM | 340,000 tested, 0.53% active;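 active means activation over 3 SD above normal in the single-dose calcium agonist read, cut at about 30% in these data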; further: 0% is about no effect
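Agonism is scored from calcium flux in a force-coupled, inducible HEK293 cell line expressing D2, read kinetically for 180 s after compound addition against dopamine controls.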
* marks the source's active call; other numbers are inactive results; ? = inconclusive; . = no result given; & = joins results of further samples; [ ] = remark or other dose. Unless noted, the call rests on the fitted dose curve; in most records, active means well fitted inhibition curve with a large enough effect; inconclusive means small, poorly fitted or top-dose-only effect; inactive means no such curve, though single readings can be large or run the other way. Only part of the results is shown; rates above refer to the full screens.

smiles,TRHR enhancer,USP1-UAF1 inh,TrxR1 substrate,Pin1 inhibitor,TRHR ag,D2 antag,mIDH1 inhibitor,TrxR1 inh,D2 agonist
O=C(O)C(Cc1c[nH]c2ccccc12)N1C(=O)c2ccccc2C1=O (configuration not stated),3&-6,-15%,2%[57.1 µM],-3%,0.2&1.0,-9&-10,4%,28%[57.1 µM],1.1&0.2
CS(=O)(=O)c1ccc(C(=O)Nc2ccccc2Cl)cc1,-7,-16%,-1%,-5%,0.6,7,-10%,3%,-1.2
CC(=O)c1ccc2c3c(ccc(O)c13)CC2,-1,-12%,8%,6%,-0.3,-15,16%,8%,0.0
O=C(CNC(=O)OCc1ccccc1)NC1(C(=O)O)CCCC1,.,-11%,1%,-13%,.,.,7%,4%,.
COc1ccc(C2=C(C=Nc3c(C)n(C)n(-c4ccccc4)c3=O)C(c3ccccc3C)c3ccccc3O2)cc1OC (configuration not stated),3,-6%,-14%,0%,0.3,-2,7%,-16%,1.4
Cc1ccc(S(=O)(=O)SC/C=C/CSS(=O)(=O)c2ccc(C)cc2)cc1,.,-7%,-17%,-11%,.,.,7%,-25%,.
CCOCCCNC(=S)Nc1ccc2nc(N3CCOCC3)cc(C)c2c1,16,-18%,13%,-2%,-0.2,-3,0%,-3%,-0.4
CCOC(=O)C1CCN(S(=O)(=O)c2cn(C)c(=O)n(C)c2=O)CC1,0,-21%,7%[57.1 µM],11%,1.1,11,-4%,11%[57.1 µM],-0.2
Cc1ccc(NC(=O)CSc2nnc(C)c(=O)n2N)c(C)c1,9,-11%,-2%,-3%,-1.4,12,1%,5%,-1.5
Cc1cc(C)c(O)c(-c2cc(C(=O)Nc3c(C)n(C)n(-c4ccccc4)c3=O)[nH]n2)c1,10,-12%,-4%,-6%,-0.6,-8,-7%,11%,-1.4
O=C(COC(=O)c1cnccn1)NCCc1ccc(Cl)cc1Cl,8,4%,-3%,-1%,-0.6,-36,-2%,10%,-0.6
COC(=O)c1sccc1NC(=O)COc1ccc(C)cc1,0,-15%,82%[activator],1%,0.6,0,5%,38%[activator],0.5
CC1Sc2ccc(S(=O)(=O)CCC(=O)Nc3cc(F)ccc3F)cc2NC1=O (configuration not stated),-2,-25%,5%[57.1 µM],0%,0.1,2,-11%,12%[57.1 µM],0.4
CCOc1ccccc1NC(=O)Cn1nc(N2CCN(c3ccccc3)CC2)ccc1=O,-7,-5%,-7%[57.1 µM],2%,-0.5,.,19%,-4%[57.1 µM],-0.7
Cc1cc(C)n2c(SCC(=O)Nc3ccc(F)cc3F)nnc2n1,1,-5%,6%[57.1 µM],-1%,-0.5,4,1%,10%[57.1 µM],-0.1
CC1CCC(NC(=O)c2ccc3c(c2)N(Cc2cccc(Cl)c2)C(=O)c2ccccc2S3(=O)=O)CC1 (configuration not stated),-7,15%,-5%[57.1 µM],23%,1.1,.,14%,21%[57.1 µM],-0.3
CCOc1ccc(CC(=O)NCCc2csc(-c3ccc(C)cc3)n2)cc1,1,-7%,8%[57.1 µM],0%,-1.1,.,-9%,19%[57.1 µM],1.2
O=C1N(c2ccccc2)C(c2ccccc2)N2CCCN12 (configuration not stated),1,-10%,7%,1%,-2.1,0,14%,7%,1.2
CN1N=C(C(=O)N2CCN(c3ccc([N+](=O)[O-])cc3)CC2)CCC1=O,-1,-13%,-12%,3%,-0.4,7,7%,-13%,0.9
O=C1/C(=C\c2c(NCCOCCO)nc3ccccn3c2=O)SC(=S)N1Cc1ccco1,1,-22%,-1%,?,33*,-1,0%,-9%,29

Part of the list above, limited to TRHR enhancer and TrxR1 substrate.
mol | TRHR enhancer | TrxR1 substrate
COc1ccc(C2=C(C=Nc3c(C)n(C)n(-c4ccccc4)c3=O)C(c3ccccc3C)c3ccccc3O2)cc1OC (configuration not stated) | 3 | -14%
Cc1ccc(S(=O)(=O)SC/C=C/CSS(=O)(=O)c2ccc(C)cc2)cc1 | . | -17%
CCOCCCNC(=S)Nc1ccc2nc(N3CCOCC3)cc(C)c2c1 | 16 | 13%

Carrying on.
smiles,TRHR enhancer,USP1-UAF1 inh,TrxR1 substrate,Pin1 inhibitor,TRHR ag,D2 antag,mIDH1 inhibitor,TrxR1 inh,D2 agonist
Cc1ccc(Cl)cc1N1CCN(CCNC(=O)Nc2ccc(Cl)cc2)CC1,3,-9%,-6%,-1%,1.1,.,1%,7%,1.1
COc1ccccc1N1CCN(C(=O)Cn2cnc3c2c(=O)n(C)c(=O)n3C)CC1,5,-8%,14%[57.1 µM],-15%,-1.9,-21,-3%,2%[57.1 µM],-0.5
CCOC(=O)c1c2ccc(OCC(=O)N/N=C/c3ccc(C)cc3)cc2n2ccccc12,10,-15%,2%,1%,-1.2,-6,9%,2%,0.4
C=C(C)c1cccc(C(C)(C)NC(=O)Nc2ccc(C(C)=O)cc2)c1,3,-14%,-4%,3%,0.1,8,-1%,-3%,-0.4
CC(C)(C)OC(=O)N1CCC(c2c(C(=O)N3CCN(C4CCCCC4)CC3)cnn2-c2cccc(Cl)c2)CC1,21,-10%,-3%,-3%,6.7,.,-4%,11%,0.8
COc1ccc(CCN(C(=O)c2snc(C(N)=O)c2N)C(C)C(=O)NC2CCCCC2)cc1OC (configuration not stated),3,-9%,-15%[57.1 µM],-1%,-0.7,6,4%,20%[57.1 µM],-0.7
CCOc1ccc(CCn2c(-c3ccco3)nc3ccccc3c2=O)cc1OCC,-4,-14%,-2%,4%,-0.7,36*,1%,-4%,0.4
CC(C)(C)SCCNS(=O)(=O)c1ccc(C#N)cc1,-3,-3%,6%[57.1 µM],6%,0.4,-7,8%,4%[57.1 µM],-0.2
Cn1c(=O)[nH]c(=O)c2c1nc(CN1CCOCC1)n2CCCc1ccccc1,-4,-16%,6%[57.1 µM],3%,0.2,2,-3%,-85%,0.6
Cc1cccc2c1-c1sc(C(=O)NCCc3ccc(Cl)cc3)cc1CO2,-7,-12%,76%[activator],?,0.0,.,-9%,59%[activator],0.5
CCOc1ccc(CCNC(=O)c2cnc3c(-c4ccc(F)cc4)c(C)nn3c2C)cc1OCC,-1,1%,3%[57.1 µM],6%,-0.7,.,-12%,10%[57.1 µM],-0.5
O=C(O)c1nn(-c2ccccc2C(F)(F)F)cc1O,1,-4%,10%,-5%,-0.1,-1,2%,41%[activator],-0.3
CC1(C)Oc2ccc(C(=O)N3CCCCC3)cc2N(CC(=O)NCc2ccccc2)C1=O,-3,-17%,-8%,-4%,-0.1,13,13%,-9%,0.1
CCOc1ccc(NC(=O)c2ccc3c(=O)n4nc(Nc5ccccc5C)sc4nc3c2)cc1,2,?,2%,-7%,0.5,.,4%,20%,1.4
O=C(COC(=O)C1CCN(c2ccc(C(F)(F)F)cn2)CC1)Nc1cc(F)ccc1F,-10,-13%,-5%,-5%,2.5,3,10%,7%,0.8
Cc1cc(C[n+]2cc(Cl)ccc2N)c2ncccc2c1,2,1%,-1%,5%,0.1,1,-2%,-2%,-0.2
CC(=O)Nc1ccc(NC(=O)COc2ccc(-c3ccccc3)cc2)cc1,-1,-17%,-1%,-2%,0.7,-4,-8%,21%,-0.2
O=S(=O)(Cc1ccccc1)C(CCCc1ccccc1)S(=O)(=O)Cc1ccccc1,.,-18%,-1%,?,.,.,3%,-34%,.
N#CC1=C(N)SC(N)=C(C#N)C1c1ccoc1,0,.,.,.,2.1,-17,.,.,0.9
Cc1cc(NC(=O)CSCc2nc(-c3cccc(F)c3)oc2C)no1,1,-25%,2%,0%,0.2,-2,-9%,16%,-1.8

Next results follow:
smiles,TRHR enhancer,USP1-UAF1 inh,TrxR1 substrate,Pin1 inhibitor,TRHR ag,D2 antag,mIDH1 inhibitor,TrxR1 inh,D2 agonist
CCn1c(CN2CCC(C)CC2)nc2cc(NC(=O)c3ccc([N+](=O)[O-])cc3)ccc21,-2,-12%,-2%,1%,-0.2,.,-15%,18%,.
CSC(=NC#N)N1CCN(c2c(C)cccc2C)CC1,3,-10%,3%[57.1 µM],6%,-1.1,-13,13%,19%[57.1 µM],6.8
CCC(C)(C(=O)NC1CCCCC1)N(C)C(=O)c1ccccn1 (configuration not stated),1,-14%,7%[57.1 µM],-1%,0.2,0,-1%,20%[57.1 µM],-0.6
CC(=O)NS(=O)(=O)c1ccc(NC(=O)c2cc(-c3cccs3)nc3ccccc23)cc1,3,-1%,23%,1%,1.1,17,9%,-21%,37*
Clc1cccc(Cl)c1CO/N=C/c1c(-c2ccccc2)nc2n1CCS2,.,-20%,38%[activator],6%,.,.,1%,46%[activator],.
COc1ccc(/C=N\NC(=O)c2ccccc2OC)cc1COc1c(F)c(F)c(F)c(F)c1F,-4,-14%,6%,1%,0.9,-7,4%,27%[57.1 µM],-0.8
Cc1cccc(NC(=O)c2cc(=O)[nH]c3ccccc23)c1,-1,-5%,1%,2%,0.0,3,5%,29%,-0.2

High-throughput results from PubChem BioAssay.
